Apoferritin bind: binds horse apoferritin like a general anesthetic | AID 485281 | apoferritin/1-aminoanthracene competitive binding, fluorescence | hit rate 0.074% among 350,000 | Potency, µM (titrated, usually from 77.5 µM), inactives show top-dose activity change, negative = displacement, most hits filed as inhibitors; note: potency is the fitted concentration of half-maximal effect; % is set by controls: 0 for no effect and ±100 for the full control effect; nearly all actives have a fitted effect of over 20% in size
Target sequence (P02791 2-175 limits assumed): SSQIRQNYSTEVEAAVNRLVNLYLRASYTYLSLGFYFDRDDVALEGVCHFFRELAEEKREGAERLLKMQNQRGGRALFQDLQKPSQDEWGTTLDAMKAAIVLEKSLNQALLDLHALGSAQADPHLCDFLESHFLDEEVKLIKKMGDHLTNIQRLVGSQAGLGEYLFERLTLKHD
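Horse-spleen apoferritin (10 uM) was mixed with 50% saturated 1-aminoanthracene in PBS, exposed to compounds for 10 min at room temperature, and read for fluorescence (ex 380 nm, em 535 nm). Competitive displacement was fitted with a four-parameter Hill equation.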
TRHR ag: activates the human TRH receptor; P34981; hit rate 0.18% among 360,000; AID 493084; TRHR cells, calcium flux fluo-8, FDSS agonist mode; activation, % at 2 µM; in the data active = activation above about 30%; note: 0% is about no effect
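Agonist-mode FDSS calcium read (Ex 480/Em 530, 1 s cycles) in 1536-well TRHR cells with fluo-8 dye, after 10-cycle baseline and 23 nL compound addition; TRH at EC20 (10 nM final) added afterwards for the enhancer phase.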
TRHR enhancer: TRH receptor (human) allosteric enhancement | TRHR cells, fluo-8 calcium fluorescence, EC20 TRH enhancement | enhancement, % at 2 µM | hit rate 0.66% among 360,000 | AID 493056; in the data active = enhancement above about 30%; note: 0% is about no effect
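TRHR-expressing cells loaded with fluo-8 calcium dye were read kinetically (ex 480/em 530) during compound addition, then stimulated with an EC20 of TRH (10 nM final). Enhancement of the Gq-mediated intracellular calcium response was scored.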
RXFP1 antagonist: blocks the human relaxin receptor RXFP1; activity change, negative = inhibition, % at 57.5 µM; hit rate 0.59% among 350,000; Q9HBX9; HEK293-RXFP1, relaxin-stimulated cAMP HTRF, 30 min; stronger effect = lower value;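 active = activity change of -60% or lower, but not beyond a set lower limit; inconclusive = change between -60% and -40%, or beyond the set limit; inactive = change above -40%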; note: % is set by controls: 0 for no effect and ±100 for the full control effect
Target sequence (Q9HBX9 whole entry, looked up): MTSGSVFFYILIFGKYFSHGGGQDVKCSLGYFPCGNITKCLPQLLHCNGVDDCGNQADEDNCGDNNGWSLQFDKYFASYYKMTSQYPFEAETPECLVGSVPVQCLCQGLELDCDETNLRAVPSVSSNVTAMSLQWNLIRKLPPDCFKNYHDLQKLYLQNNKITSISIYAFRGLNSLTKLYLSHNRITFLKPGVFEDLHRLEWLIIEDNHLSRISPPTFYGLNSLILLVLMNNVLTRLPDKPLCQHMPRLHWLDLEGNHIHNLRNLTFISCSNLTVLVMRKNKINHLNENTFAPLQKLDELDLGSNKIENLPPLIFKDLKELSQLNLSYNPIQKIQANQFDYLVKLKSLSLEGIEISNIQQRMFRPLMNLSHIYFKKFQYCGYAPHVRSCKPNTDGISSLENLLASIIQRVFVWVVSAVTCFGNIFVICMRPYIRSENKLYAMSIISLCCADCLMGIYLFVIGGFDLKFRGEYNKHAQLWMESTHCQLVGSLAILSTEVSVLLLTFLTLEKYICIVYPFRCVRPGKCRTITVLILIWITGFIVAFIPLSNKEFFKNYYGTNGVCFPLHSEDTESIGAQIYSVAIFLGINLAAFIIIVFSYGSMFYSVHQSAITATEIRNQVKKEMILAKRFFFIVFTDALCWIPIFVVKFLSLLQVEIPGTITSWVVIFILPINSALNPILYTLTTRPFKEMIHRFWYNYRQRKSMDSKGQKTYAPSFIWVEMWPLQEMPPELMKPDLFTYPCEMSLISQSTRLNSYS
RXFP1 ag: RXFP1 (human) receptor agonism. Q9HBX9. HEK293T-RXFP1 cAMP TR-FRET, 30 min; response scale: percent of porcine relaxin response, buffer zero. Potency, µM (doses to about 57.5 µM), for the others: top-dose activation, most hits filed as activators. hit rate 0.3% among 370,000; note: potency is the fitted concentration of half-maximal effect; % is set by controls: 0 for no effect and ±100 for the full control effect; nearly all actives have a fitted effect of over 60% in size; many of its hits are not listed in these tables
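HEK293 cells stably expressing RXFP1, treated 30 min at 37C with compounds plus PDE4 inhibitor Ro 20174; cAMP measured by HTRF TR-FRET. Normalized to buffer and 29 nM porcine relaxin; EC50 by Hill fit.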
D1 antag: antagonists of human D1 dopamine receptor; P21728; AID 504652; activity change, negative = inhibition, % at 10 µM; HEK293 TREx D1 cells, calcium flux, dopamine EC80; stronger effect = lower value; hit rate 3.2% among 360,000; in the data active = activity change below about -30%; note: % is set by controls: 0 for no effect and ±100 for the full control effect
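Inducible Hek293 Trex D1 cells (tetracycline, overnight, 30 C). Calcium dye 30–90 min RT. Antagonist mode: EC80 dopamine added after 180 s compound read.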
D2 PAM: D2 dopamine receptor (human) potentiation. P14416. AID 485347. potentiation, % at 10 µM. hit rate 0.34% among 340,000. HEK293 T-REx D2, calcium flux, EC20 dopamine potentiation;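 active = potentiation over 3 SD above the plate norm, cut at about 30% in these data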; note: 0% is about no effect
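Calcium flux readout, no-wash dye, 1 read/s. Inducible HEK293 Trex D2 line, overnight 30 C. Compound alone 180 s (agonist flags), then EC20 dopamine, another 180 s to score potentiation.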
D1 potentiator: human D1 dopamine receptor positive modulation | HEK293 TREx D1 cells, calcium flux, dopamine EC20 potentiation | potentiation, % at 10 µM | hit rate 0.036% among 360,000 | AID 504651; in the data active = potentiation above about 30%; note: 0% is about no effect
D1 ag: human D1 receptor agonism. activation, % at 2 µM. HEK293 T-REx D1 cells, calcium flux, agonist mode. hit rate 1% among 360,000. P21728; in the data active = activation above about 30%; note: 0% is about no effect
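Agonism was scored from calcium flux recorded over 180 s (1 read/s) after pintool compound addition, following a 10-cycle baseline. Cells were inducible force-coupled HEK293 TREx D1, plated overnight at 30 C and loaded with no-wash calcium dye.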
The depositor's hits bear a star; & = joins results of further samples. Unless noted, calls come from the whole dose curve; as a rule, active = well fitted curve in the direction sought with a large enough effect; inconclusive = small, poorly fitted or top-dose-only effect, or another doubt; inactive = no such curve, though single readings can be large; an effect the other way counts as inactive or inconclusive. A portion of the library. The share of hits here may be higher or lower than overall.

Results for S=c1[nH]nc(C(c2ccccc2)C2CCCCC2)o1 (centres undefined) ?
Apoferritin bind: -8%; TRHR ag: 0.0; TRHR enhancer: -2; RXFP1 antagonist: -16; RXFP1 ag: 1.1%; D1 antag: 8; D2 PAM: 7; D1 potentiator: -2; D1 ag: 1

What do the screens show for `N#CC1=C(N)Oc2n[nH]c(-c3ccc(F)cc3)c2C1c1cccc(OC(=O)N2CCOCC2)c1` (centres undefined)?
Apoferritin bind: -10%; TRHR ag: -1.1; TRHR enhancer: -10; RXFP1 antagonist: -2; RXFP1 ag: 1.2%; D1 antag: 0; D2 PAM: -6; D1 potentiator: -3; D1 ag: 3

How did COc1ccccc1CNC(=O)CN(C)S(=O)(=O)c1ccc(F)cc1 do in these assays?
Apoferritin bind: -10%; TRHR ag: -0.8; TRHR enhancer: 0; RXFP1 antagonist: 3; RXFP1 ag: 2.0%; D1 antag: 0; D2 PAM: -1; D1 ag: 2

How did Cc1ccc(C(=O)CSC2=NC(N)=C(C#N)C3(CCCCC3)C2C(N)=O)cc1 (centres undefined) do in these assays?
Apoferritin bind: inconclusive; TRHR ag: -0.2; TRHR enhancer: 4; RXFP1 antagonist: -2; RXFP1 ag: 0.1%; D1 antag: -6; D2 PAM: 1; D1 potentiator: 0; D1 ag: 0

Results for CCC(C)[C@H]1CNCCN1CCc1cccc(F)c1 (some centres undefined) ?
TRHR ag: 0.1; TRHR enhancer: -5; RXFP1 ag: -0.9%; D1 antag: 1; D2 PAM: -9; D1 potentiator: -5; D1 ag: 4

How did COc1ccc(C)cc1NC(=O)Cn1c(=O)n(Cc2nc(C)no2)c(=O)c2ccccc21 do in these assays?
Apoferritin bind: -17%; TRHR ag: 0.4; TRHR enhancer: 2; RXFP1 antagonist: -4; RXFP1 ag: -0.2%; D1 antag: 9; D2 PAM: 4; D1 potentiator: 0; D1 ag: 0

Results for CCCCC(=O)Oc1ccc2oc(-c3ccc(OC)cc3)cc(=O)c2c1 ?
Apoferritin bind: -15%; TRHR ag: 0.7; TRHR enhancer: 6; RXFP1 ag: 8.0%; D1 antag: -1; D2 PAM: 11; D1 potentiator: -2; D1 ag: 1

Results for S=C(c1ccc(-c2ccccc2)cc1)N1CCOCC1 ?
Apoferritin bind: -11%; TRHR ag: 0.0; TRHR enhancer: 34*; RXFP1 antagonist: 1; RXFP1 ag: -2.0%; D1 antag: -2; D1 potentiator: -1; D1 ag: 1

How did CC1CCCC(C)N1/N=C/c1cccc(Br)c1 (centres undefined) do in these assays?
Apoferritin bind: 7%; TRHR ag: -0.5; TRHR enhancer: 0; RXFP1 antagonist: -8; RXFP1 ag: 0.4%; D1 antag: 2; D2 PAM: 14; D1 potentiator: -1; D1 ag: -1

What do the screens show for `COc1ccc(OC)c(NC(=O)NNC(=O)CCCOc2ccc(Cl)cc2C)c1`?
Apoferritin bind: 5%; TRHR ag: -0.7; TRHR enhancer: -3; RXFP1 antagonist: -9; RXFP1 ag: 0.0%; D1 antag: 2; D2 PAM: -6; D1 potentiator: -6; D1 ag: 0

Results for CC(=O)c1sc(NC(=O)C2=NN(c3ccccc3)C(=O)CC2)nc1C ?
Apoferritin bind: -11%; TRHR ag: -0.9; TRHR enhancer: 2; RXFP1 antagonist: -8; RXFP1 ag: 1.0%; D1 antag: 2; D2 PAM: 14; D1 potentiator: -1; D1 ag: -3

Results for CCN(CC)C(=O)CC(c1ccc2c(c1)OCO2)c1c(O)cc(OC)cc1OC (centres undefined) ?
Apoferritin bind: -10%&5%; TRHR ag: -0.6; TRHR enhancer: 2; RXFP1 ag: 0.6%; D1 antag: -5; D2 PAM: -2; D1 potentiator: -9; D1 ag: 0

What do the screens show for `COc1ccc(N(CC(=O)NCCc2ccc(C)cc2)S(=O)(=O)c2c(C)nn(C)c2C)cc1`?
Apoferritin bind: -3%; TRHR ag: -1.6; TRHR enhancer: -5; RXFP1 ag: -0.7%; D1 antag: -3; D2 PAM: -4; D1 potentiator: -1; D1 ag: 1

Results for O=[N+]([O-])c1cc(S(=O)(=O)N2CCCC2)ccc1NCCc1ccccc1 ?
Apoferritin bind: -4%; TRHR ag: -0.1; TRHR enhancer: -3; RXFP1 antagonist: 4; RXFP1 ag: 0.6%; D1 antag: 1; D2 PAM: -4; D1 potentiator: 1; D1 ag: 2

What do the screens show for `CCC(C)NS(=O)(=O)c1ccc(NC(=O)c2c(-c3ccccc3)noc2C)cc1` (centres undefined)?
Apoferritin bind: -21%; TRHR ag: 0.4; TRHR enhancer: 3; RXFP1 ag: 1.4%; D1 antag: 11; D2 PAM: 5; D1 potentiator: -2; D1 ag: 5

What do the screens show for `O=c1c2c(-c3ccccc3)csc2ncn1/N=C/c1cn(-c2ccccc2)nc1-c1cccs1`?
TRHR ag: 0.1; TRHR enhancer: -2; D1 antag: 6; D1 potentiator: 4; D1 ag: 2

What do the screens show for `O=c1oc2ccc(NS(=O)(=O)c3cccc4cccnc34)cc2s1`?
Apoferritin bind: -1%; TRHR ag: 0.2; TRHR enhancer: 1; RXFP1 antagonist: -16; RXFP1 ag: 1.1%; D1 antag: -17; D1 potentiator: -6; D1 ag: 3

Results for CC(C(=O)O/N=C(\N)c1ccccn1)c1ccc([N+](=O)[O-])cc1 (centres undefined) ?
Apoferritin bind: -13%; TRHR ag: -0.8; TRHR enhancer: -6; RXFP1 antagonist: -3; RXFP1 ag: 2.8%; D1 antag: 9; D1 potentiator: -12; D1 ag: 3

What do the screens show for `O=c1cc(N2CCc3ccccc3C2)[nH]c(=O)n1-c1ccc(Br)cc1`?
Apoferritin bind: -7%; TRHR ag: 0.2; TRHR enhancer: 4; RXFP1 antagonist: -24; RXFP1 ag: 0.9%; D1 antag: -14; D2 PAM: 7; D1 potentiator: -3; D1 ag: 0

Results for Cc1[nH]c(C)c(S(=O)(=O)Nc2ccccc2Cl)c1C(=O)N1CCCC1 ?
Apoferritin bind: -6%; TRHR ag: -0.1; TRHR enhancer: -3; RXFP1 antagonist: 14; RXFP1 ag: 0.5%; D1 antag: 19; D2 PAM: 6; D1 potentiator: -3; D1 ag: 4

A section of the results above:
Results for S=c1[nH]nc(C(c2ccccc2)C2CCCCC2)o1 (centres undefined) ?
Apoferritin bind: -8%; TRHR ag: 0.0; TRHR enhancer: -2; RXFP1 antagonist: -16; RXFP1 ag: 1.1%; D1 antag: 8; D2 PAM: 7; D1 potentiator: -2; D1 ag: 1

What do the screens show for `N#CC1=C(N)Oc2n[nH]c(-c3ccc(F)cc3)c2C1c1cccc(OC(=O)N2CCOCC2)c1` (centres undefined)?
Apoferritin bind: -10%; TRHR ag: -1.1; TRHR enhancer: -10; RXFP1 antagonist: -2; RXFP1 ag: 1.2%; D1 antag: 0; D2 PAM: -6; D1 potentiator: -3; D1 ag: 3

How did COc1ccccc1CNC(=O)CN(C)S(=O)(=O)c1ccc(F)cc1 do in these assays?
Apoferritin bind: -10%; TRHR ag: -0.8; TRHR enhancer: 0; RXFP1 antagonist: 3; RXFP1 ag: 2.0%; D1 antag: 0; D2 PAM: -1; D1 ag: 2

Going on with the list.
Results for C/C(Nc1ccc(C)cc1)=C(/C#N)C(N)=O ?
Apoferritin bind: -24%; TRHR ag: -0.7; TRHR enhancer: -2; RXFP1 antagonist: -13; RXFP1 ag: 1.1%; D1 antag: 13; D2 PAM: 12; D1 potentiator: -1; D1 ag: 2

How did CC(NS(=O)(=O)c1cc2c3c(c1)CCC(=O)N3CCC2)c1ccccc1 (centres undefined) do in these assays?
TRHR ag: -0.1; TRHR enhancer: 0; RXFP1 antagonist: 2; RXFP1 ag: -1.5%; D1 antag: -7; D2 PAM: -4; D1 potentiator: -5; D1 ag: 6

What do the screens show for `CCOc1ccc(/C=C2\SC(=S)N(NS(=O)(=O)c3ccc(C)cc3)C2=O)cc1OC`?
Apoferritin bind: -7%; TRHR ag: -1.2; TRHR enhancer: 2; RXFP1 antagonist: -30; RXFP1 ag: 1.9%; D1 antag: -5; D2 PAM: 12; D1 potentiator: -3; D1 ag: -1

How did CCN(CC(=O)Nc1ccccc1OC)C(=O)c1cccc(-n2cccc2)c1 do in these assays?
Apoferritin bind: -12%; TRHR ag: -0.7; TRHR enhancer: 12; RXFP1 antagonist: -18; RXFP1 ag: -2.5%; D1 antag: -8; D2 PAM: 5; D1 potentiator: 3; D1 ag: 1

What do the screens show for `CC1(C)N=C(c2ccc(Cl)cc2)C(=O)N1`?
Apoferritin bind: -7%; TRHR ag: -0.1; TRHR enhancer: 13; RXFP1 antagonist: 2; RXFP1 ag: 1.3%; D1 antag: 6; D2 PAM: 14; D1 potentiator: 7; D1 ag: 0

What do the screens show for `Cc1ccc(C(C)NC(=O)c2cc(C)oc2C)cc1` (centres undefined)?
Apoferritin bind: -11%; TRHR ag: -0.9; TRHR enhancer: -5; RXFP1 antagonist: -7; RXFP1 ag: 1.2%; D1 antag: 4; D2 PAM: 17; D1 potentiator: 1; D1 ag: 0

How did O=C1CC(c2ccccc2)CC(O)=C1C=NCCN1CCN(Cc2ccccc2)CC1 (centres undefined) do in these assays?
Apoferritin bind: -7%; TRHR ag: 0.3; TRHR enhancer: -3; RXFP1 antagonist: -20; RXFP1 ag: -1.1%; D1 antag: -1; D2 PAM: -9; D1 potentiator: -2; D1 ag: 7

How did CNCc1ccccc1Sc1cccc(O)c1 do in these assays?
Apoferritin bind: -9%; TRHR ag: 0.4; TRHR enhancer: 2; RXFP1 antagonist: 3; RXFP1 ag: -0.1%; D1 antag: -2; D2 PAM: -18; D1 potentiator: -7; D1 ag: 10

Results for CC(=O)c1ccc(N2CCN(C(=O)c3ccc(Br)cc3)CC2)c(F)c1 ?
Apoferritin bind: -16%; TRHR ag: -0.3; TRHR enhancer: -2; RXFP1 antagonist: -2; RXFP1 ag: 0.1%; D1 antag: 4; D2 PAM: 11; D1 potentiator: -9; D1 ag: -1

Results for Cc1ccc(C)c2[nH]c(=O)c(CCNC(=O)CC(C)C)cc12 ?
Apoferritin bind: 6%; TRHR ag: -0.2; TRHR enhancer: 0; RXFP1 ag: 6.1%; D1 antag: -3; D2 PAM: 2; D1 potentiator: -4; D1 ag: 1

Results for Cc1ccc(S(=O)(=O)Cn2nnnc2C(CC(C)C)N2CCN(C3CCCC3)CC2)cc1 (centres undefined) ?
Apoferritin bind: -14%; TRHR ag: -1.0; TRHR enhancer: 4; RXFP1 antagonist: -4; RXFP1 ag: -0.1%; D1 antag: -18; D2 PAM: -7; D1 potentiator: -4; D1 ag: -1

Compound activity deposited in PubChem BioAssay by National Center for Advancing Translational Sciences (NCATS).
